Mtb RmlCD inh: M. tuberculosis RmlC/RmlD inhibition. P9WH09+P9WH11. RmlC+RmlD coupled enzyme assay, percent inhibition; primary screen in compound mixtures. inhibition, % at 3.6 µM. 0.03% of 160,000 active. AID 1533; in the data active = inhibition mostly above about 34%, no sharp cut-off; inconclusive = no clear call, values can overlap the other calls; inactive = mostly below about 22%; also: some results filed as inactive read as strong as hits
Target sequence (P9WH09 whole entry, looked up): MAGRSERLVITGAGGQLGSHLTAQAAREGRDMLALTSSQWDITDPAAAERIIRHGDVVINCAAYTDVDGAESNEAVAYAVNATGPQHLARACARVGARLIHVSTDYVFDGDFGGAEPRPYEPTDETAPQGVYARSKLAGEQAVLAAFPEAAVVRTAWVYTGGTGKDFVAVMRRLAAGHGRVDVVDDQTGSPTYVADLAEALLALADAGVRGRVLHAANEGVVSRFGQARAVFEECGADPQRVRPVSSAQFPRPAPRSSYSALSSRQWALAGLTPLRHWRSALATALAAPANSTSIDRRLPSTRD
Target sequence (P9WH11 whole entry, looked up): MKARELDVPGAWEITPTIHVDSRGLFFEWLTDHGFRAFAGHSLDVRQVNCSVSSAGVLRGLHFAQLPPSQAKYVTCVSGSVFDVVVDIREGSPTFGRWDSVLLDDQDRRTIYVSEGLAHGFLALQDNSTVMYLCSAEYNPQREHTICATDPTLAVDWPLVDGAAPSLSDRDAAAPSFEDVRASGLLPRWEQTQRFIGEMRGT
GlmU inhibition: inhibition of mycobacterial GlmU enzyme – biochemical, glucosamine-1-phosphate acetyltransferase (AID 1376); M. tuberculosis GlmU acetyltransferase enzyme assay; higher % means a stronger effect; inhibition, %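 (tested at 30 µM in the primary screen)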; hits with a dose series show IC50 in µM; 0.25% of 220,000 active; in the data active = inhibition above about 13%; inconclusive = no clear call, values can overlap the other calls;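 also: 0% = complete reaction with vehicle and 100% = reaction without substrate; strong numbers were not always called active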
Active calls of the source: *; u = inconclusive; x = not tested or not shown. An excerpt; count on the stated rates, not on these rows.

Sequence of screens: Mtb RmlCD inh	GlmU inhibition
CN1CCN(Cc2nc(Cc3ccccc3)no2)CC1c1ccccc1 (centres undefined)
 : x	-0.5%
COc1ccccc1CNC(=O)[C@@H]1CCCN1S(=O)(=O)c1ccc(C)cc1
 : 11	-2.4%
Brc1ccc(-c2nc(-c3ccncc3)no2)o1
 : -1	-3.2%
CCN(CC)CCCNC(=O)C1c2cc(OC)c(OC)cc2C(=O)N(C)C1c1cccs1 (centres undefined)
 : -6	-5.7%
S=C(Nc1cccc(Cl)c1)N(CCCN1CCCC1)Cc1cccn1Cc1ccc(Cl)cc1
 : 7	-9.1%
O=C(Nc1ccc(F)cc1)Nc1sccc1-c1nc2ccccc2s1
 : 12	-2.6%
O=C(NCCC1=CCCCC1)c1cc(-c2ccccn2)nc2ccccc12
 : -11	7.5%
O=C(c1ccccc1)N1CCCC(c2nc3c(nnn3Cc3ccccc3)c(=O)[nH]2)C1 (centres undefined)
 : -7	7.0%
c1nc(Nc2ccc(N3CCOCC3)cc2)c2ccsc2n1
 : 28	6.7%
CNC(=S)NC1CC2CCCC(C1)N2Cc1ccc(C)cc1 (centres undefined)
 : 34	-0.2%
O=C(N=Nc1c(O)[nH]c2ccc(Br)cc12)c1cc(-c2cccs2)nc2ccccc12
 : -3	3.9%
CCOC(=O)c1ccccc1-c1csc(NS(=O)(=O)c2ccc(Cl)cc2)n1
 : x	0.9%
NC(=O)CCC(NC(=O)c1ccc(Cl)cc1)C(=O)O (centres undefined)
 : x	-5.2%
COc1ccc(/C=N/NC(=O)c2cccc([N+](=O)[O-])c2)cc1O
 : 9	6.7%
CCn1c(SCC(=O)NCC2CCCO2)nnc1-c1ccccc1 (centres undefined)
 : x	-0.4%
COc1ccc(CCNC(=O)C(C)OC(=O)c2ccco2)cc1OC (centres undefined)
 : x	2.9%
CC(NC(=O)c1ccccc1F)c1nnc(SCc2nc3ccccc3c(=O)[nH]2)n1C (centres undefined)
 : 3	0.0%
COc1cc2ncnc(NCc3ccc(Cl)cc3)c2cc1OC
 : 4	-3.4%
Cn1c(CSCc2ccccc2Cl)n[nH]c1=S
 : 10	3.5%
CC(=O)c1ccc(NC(=O)Nc2ccccc2)cc1
 : x	-3.8%
Cc1cc(=O)[nH]c(N/N=C/c2cc(C)n(CC(F)(F)F)c2C)n1
 : 0	6.7%
CNS(=O)(=O)Cc1ccc2[nH]cc(CCN(C)C)c2c1
 : x	-0.9%
CCOc1ccc(C(=O)N/N=C/c2cc(Cl)ccc2[N+](=O)[O-])cc1
 : 7	6.5%
O=C1CC(c2ccccc2)CC(O)=C1C=NC1CCCCC1 (centres undefined)
 : 5	1.9%
COCC(=O)NC(C)c1nc2ccccc2[nH]1 (centres undefined)
 : 10	3.1%
NC(=O)c1ccc(C(F)(F)F)n(Cc2c(Cl)cccc2Cl)c1=O
 : 8	-1.4%
CCOC(=O)c1c(N)n(CCOC(=O)c2cccs2)c2nc3ccccc3nc12
 : 7	x
CN1CCN(C(=O)c2cc3nc(-c4ccccc4)cc(C(F)(F)F)n3n2)CC1
 : x	4.2%
c1ccc(C2=Nn3c(Cn4nnc5ccccc54)nnc3SC2)cc1
 : 7	0.8%
CN(C)C(CNC(=S)Nc1ccc(F)cc1)c1cccnc1 (centres undefined)
 : -11	-2.5%
C#CCn1c(=NC(=O)CSC(C)=O)sc2cc(F)ccc21
 : x	-5.3%
O=C(CSc1ccc(Cl)cc1)NCC1CCCO1 (centres undefined)
 : 2	2.9%
CCCC(=O)Nc1nc(-c2ccc(OC)cc2)cs1
 : -11	1.2%
CCN(CC)S(=O)(=O)c1cccc(NC(=O)COC(=O)C2CC3C=CC2C3)c1 (centres undefined)
 : 5	-5.5%
Cc1cccn2cc(CNC(=O)c3ccc(Br)o3)nc12
 : x	-1.1%
O=C(O)CC(C(=O)Nc1ccc(F)cc1)C1CCCO1 (centres undefined)
 : x	3.6%
Cc1cc(Cl)nc(Cl)c1C(=O)NC(=O)NCCC(C)C
 : 8	-4.9%
CCCNC(=O)N[C@@H](CCSC)C(=O)OC
 : x	-0.1%
COCCCNC(=O)c1c(N)n(/N=C/c2ccccn2)c2nc3ccccc3nc12
 : 4	x
CCC(C)NC(=O)c1cnc2n(c1=O)CCS2 (centres undefined)
 : 10	7.2%
O=C(O)CSc1ncccc1C(=O)O
 : -7	1.2%
NC(=O)c1nn(-c2ccccc2)nc1NC(=O)Cn1nnc(-c2ccccc2)n1
 : x	1.4%
Cc1nc2ccc(S(=O)(=O)NCC(=O)N3CCc4ccccc4C3)cc2s1
 : -10	-2.8%
CCCCNC(=O)c1cc(-c2ccc(F)cc2)on1
 : 17	6.4%
CCOc1ccc(-n2c(SCC(=O)Nc3ccc(CC)cc3)nc3n[nH]c(C)c3c2=N)cc1
 : -11	2.2%
Cn1c(=O)c2c(nc(Cc3ccccc3)n2C)n(C)c1=O
 : -6	3.9%
Cc1cc(C)cc(SCc2noc(C(=O)NCCN(C)C)c2C(=O)NCCN(C)C)c1
 : x	-10%
COc1cc(OC)cc(C(=O)N2CCCc3ccccc32)c1
 : -10	0.7%
COc1ccc(OCC(=O)Nc2ccc3nc(C)sc3c2)cc1
 : -4	5.4%
Clc1c(-c2nnc3n2CCCCC3)sc2ccccc12
 : -5	1.0%
Cc1c(Cl)cccc1NC(=O)NCc1ccc(F)cc1
 : -10	0.6%
CC(=C/c1ccccc1)/C=N/n1c(-c2ccncc2)n[nH]c1=S
 : x	1.5%
CCC(C)(C)c1nnc(NC(=O)c2cccc([N+](=O)[O-])c2)s1
 : 12	-2.8%
Cc1cccc(/C=C/C(=O)c2ccc(N3CCOCC3)cc2)c1
 : 8	-7.5%
O=C(N/N=C/c1cc(Br)c(Br)o1)c1cccnc1
 : 10	4.4%
CC(=O)c1ccc(NC(=O)CCc2c(C)nc3ncnn3c2C)cc1
 : x	-1.7%
CC(C)[C@H](Nc1ccc(C(F)(F)F)cc1[N+](=O)[O-])C(=O)O
 : 3	-1.9%
O=C(Nc1ccccc1)c1cccnc1Nc1ccccc1
 : -2	3.9%
CCOc1ccc(/C=C(\C#N)C(=O)NCC2CCCO2)cc1OCC (centres undefined)
 : 4	3.3%
Cc1cccc(C)c1NC(=O)CN1CCNCC1
 : 3	-1.1%

Other compounds
Sequence of screens: Mtb RmlCD inh	GlmU inhibition
O=c1[nH]c(=O)n(C2CCCCCC2)c(O)c1C=NCc1ccc(F)cc1
 : x	5.2%
CCOc1ccc(NC(=O)C(Cc2ccccc2)NC(=O)C2CCCCC2)cc1 (centres undefined)
 : x	1.9%
COC(=O)c1ccc(-c2sc3nc(N4CCOCC4)c4c(c3c2N)CCCC4)o1
 : -6	-1.5%
Cc1c(C(=O)OCc2ccccc2)nnn1-c1nonc1N
 : -9	1.8%
O=C(CSc1ccc(-c2ccncc2)nn1)N1CCN(c2ccccc2)CC1
 : 4	-3.7%
CC1=[N+]([O-])C2(N)CCc3nonc3C2(O)C1 (centres undefined)
 : -1	-0.1%
Cc1ccc(/C=C/C(=O)Nc2ccncc2)o1
 : 1	2.9%
COCCCn1c(SCC(=O)Nc2ccc(C(C)=O)cc2)nc2ccccc2c1=O
 : x	-6.8%
O=C(COC(=O)c1ccc(-c2ccc([N+](=O)[O-])cc2)o1)NC(=O)NC12CC3CC(CC(C3)C1)C2
 : 47	-2.7%
O=c1[nH]c2ccccc2cc1-c1nnn(-c2ccccc2)n1
 : x	4.5%
CCN(CC(=O)NC(C)C)C(=O)[C@@H](NC(=O)c1ccco1)C(C)C
 : 4	-2.8%
CCSc1nnc(NC(=O)c2ccccc2)s1
 : x	4.1%
O=C(C[n+]1cc(-c2ccc(Cl)cc2)n2c1CCCCC2)c1ccccc1
 : x	12%
COc1ccc([N+](=O)[O-])cc1NC(=O)Cc1c(Cl)cccc1Cl
 : -2	-0.8%
CC(C)OCCCNC(=O)Cn1nc(-c2ccccc2)ccc1=O
 : -6	0.9%
O=C(Oc1ccc(Cl)c2cccnc12)c1ccco1
 : x	-4.7%
CCCCOC(=O)c1ccc(S(N)(=O)=O)o1
 : 2	8.1%
Cc1cc(C(F)(F)F)nn1CC(=O)Nc1cccnc1
 : -6	x
Cc1ccc(SCc2[nH]nc3c2C2(C(=O)Nc4ccc(F)cc42)C(C#N)=C(N)O3)cc1 (centres undefined)
 : x	7.5%
CCOC(=O)C1=C(C)NC(C)=C(C(=O)OCC)C1C(=O)OCC(=O)N1CCCCC1CC (centres undefined)
 : 5	-0.1%
CNCCCc1[nH]nc(N)c1C#N
 : 102	-2.6%
S=C(NCC1CCCO1)NC12CC3CC(CC(C3)C1)C2 (centres undefined)
 : -1	-6.8%
CSc1nc(C)c(C(=O)C[n+]2ccc(C)cc2)cc1C#N
 : 1	-3.6%
CCOC(=O)CNc1nc(Cl)c(C#N)s1
 : x	-3.7%
COc1cccc(N2C(=O)C3C(C2=O)C2C=CC3C23CC3)c1 (centres undefined)
 : -5	-3.8%
COc1ccc(CCNC(=O)CSc2ccccn2)cc1
 : x	1.4%
O=C(NCCC1=CCCCC1)c1cc(-c2ccncc2)nc2ccccc12
 : 15	-8.7%
C/C(=N\Nc1ncc(Cl)cc1Cl)c1ccc(N2CCOCC2)cc1
 : -4	-4.5%
O=C(CC(Nc1ccc(F)cc1)c1ccccc1)c1ccccc1 (centres undefined)
 : 7	2.3%
CCSc1nc(-c2ccccc2)c(-c2ccccc2)n1CC(O)CO (centres undefined)
 : -12	0.9%
Cc1ccc2nc(N3CCC(C(=O)N4CCC5(CC4)OCCO5)CC3)sc2c1
 : -1	1.0%
CC(C)C1C(C#N)=C(N)Oc2n[nH]c(-c3cccs3)c21 (centres undefined)
 : u	2.3%
Cc1nc(CSc2nnc(C)s2)cs1
 : x	3.0%
CC(C)c1ccc(N2C(=O)CC(NNC(=O)c3ccccc3Cl)C2=O)cc1 (centres undefined)
 : 5	-5.3%
COc1ccc(CCNC(=O)CCC(=O)Nc2nnc(C(C)C)s2)cc1OC
 : -12	5.2%
CC(=O)N1c2ccccc2C(=O)C1N1CCCCC1 (centres undefined)
 : 44	0.8%
NCCNc1ccc2nnnn2n1
 : 1	4.2%
COc1ccc(N2CCN(S(=O)(=O)c3cccc4cccnc34)CC2)cc1
 : -14	-4.2%
O=C(Nc1ccc(F)c(F)c1)c1ccco1
 : -13	8.6%
COC(=O)C[C@H]1c2cc(F)ccc2S(=O)(=O)N1c1ccccc1
 : x	-0.2%
Cn1cc(S(=O)(=O)N2CCN(c3cccc(Cl)c3)CC2)c(=O)n(C)c1=O
 : 12	-2.8%
CCOc1ccc(NC(=S)Nc2ccc(OCC)cc2)cc1
 : 7	4.1%
CC(NC(=O)c1ccc(Br)cc1Br)c1ccccc1 (centres undefined)
 : -7	-2.6%
CC(C)N1C(=O)c2ccccc2N(Cc2ccccc2)S1(=O)=O
 : x	-1.1%
C[C@H](NC(=O)c1nc[nH]c1C(=O)N[C@@H](Cc1ccccc1)C(=O)OC(C)(C)C)c1ccccc1
 : x	-7.0%
COc1ccc(CN(C)CC(=O)c2c(N)n(Cc3ccccc3)c(=O)n(C)c2=O)c(OC)c1
 : -4	3.5%
CCCOc1ccc(CC(=O)NCc2ccco2)cc1OC
 : x	-3.5%
COc1ccc(NC(=O)c2c(C(F)(F)F)nn(C)c2SCc2ccccc2)cc1
 : -2	0.6%
CCS(=O)(=O)c1ccc(C(=O)Nc2ccccc2OC)c(Cl)c1Cl
 : 5	6.0%
COc1cc(/C=N/O)ccc1OCc1ccc(C(=O)O)cc1
 : x	-2.5%
CCN(CCCNC(=O)CCc1nc(-c2ccc(OC)cc2)no1)c1cccc(C)c1
 : 13	5.0%
O=C(CSc1ccc(Cl)cc1)Nc1cc(-c2nc3ncccc3o2)ccc1Cl
 : -13	3.8%
CNC(=O)c1nn(-c2ccc(C)cc2)ccc1=O
 : -11	6.0%
CCOC(=O)C1=C(C)NC(=O)NC1c1ccc(OCC(=O)OC)c(OC)c1 (centres undefined)
 : x	0.4%
CCCCCCC/C(C)=N/NC(=O)CC(=O)NCCc1ccccc1
 : x	5.2%
Cc1cc(C(=O)CNCc2ccco2)c(C)n1-c1ccc(F)cc1
 : x	-0.2%
COCc1nc2ccccc2n1Cc1ccc(Br)cc1
 : -3	5.6%
COc1ccc(S(=O)(=O)N(C)CC(=O)N2CCN(Cc3ccccc3)CC2)cc1C
 : 7	-2.7%
OCCC1CN(Cc2cccc3c2OCO3)CCN1C1CCCCC1 (centres undefined)
 : 4	1.2%

Screens: PubChem BioAssay, several laboratories
